High-throughput results deposited in PubChem BioAssay by several laboratories.
Autophagy mod = alters autophagy in cells; MEF GFP-LC3 puncta imaging; test concentration mostly 10 µM; calls only at 10 µM (by protocol); actives 0.98% (n = 190,000); AID 463193;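 active means percentage of spot-positive cells more than 3 SD above its plate mean, without a fluorescence outlier flag or 80% toxicity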;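 further: spot-positive cell cutoff set from DMSO-treated cells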
PMI inhibition = MPI inhibition at elevated mannose 6-phosphate – biochemical, fluorescence intensity, high mannose 6-phosphate, primary screen (AID 1220); recombinant PMI enzyme, coupled fluorescence intensity; higher % means a stronger effect; actives 0.66% (n = 190,000); inhibition, % at 20 µM, or IC50 in µM where a hit was titrated
Ins promoter up = MIN6 insulin promoter up-regulation | AID 1625 | MIN6 insulin promoter-GFP reporter, high-content imaging; active compounds read high | z-score at 5 µM | actives 0.3% (n = 190,000);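 active means z-score above 3 at 5 µM with at least 500 cells counted in the well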
TNAP activators = human TNAP enzyme activators, primary screen, biochemical, luminescent, no phosphate acceptor, uHTS (AID 1001); purified TNAP, luminescent activation assay, no phosphate acceptor; higher activation fold means a stronger effect; activation fold at 20 µM, or EC50 in µM where a hit was titrated; actives 0.03% (n = 200,000); in the data active means activation fold from about 3, or a potency from the dose series; inactive means the rest, 99 in 100 with activation fold below about 1.6; further: many of its hits are not listed in these tables
bCat nuc transl = alters nuclear translocation of beta-catenin in HeLa cells; nuclear translocation activity, % at 5 µM; actives 0.3% (n = 190,000); AID 1665; immunofluorescence imaging;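 active means nuclear translocation activity above 50% at 5 µM, with a well cell count of 50 or more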;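 further: per-cell ratio of nuclear to cytoplasmic median beta-catenin stain intensity; plate controls were DMSO negative control for no effect and GSK-3 inhibitor IX positive control for full effect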
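assay system = human HeLa cells, endogenous beta-catenin | times = compound treatment 24 h, 37°C, 5% CO2 | detection = Anti-beta-catenin immunofluorescence on PFA-fixed, Triton-permeabilized cells, DAPI nuclei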
PMI inhibitors = inhibitors of human PMI, primary screen, biochemical, fluorescence intensity, coupled assay (AID 1209); actives 0.42% (n = 190,000); purified PMI enzyme, coupled fluorescence intensity; higher % means a stronger effect; inhibition, % at 20 µM; hits with a dose series show IC50 in µM;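 further: plate controls were DMSO vehicle for no effect and wells lacking substrate for full effect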
T cell modulator = T cell immune modulation candidate; 2C CD8+ T cell-vesicle binding, flow cytometry; active compounds read low; AID 2052; actives 0.068% (n = 330,000); calls only at 7 µM;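 active means response, share of CD8 T cells binding vesicles, and their 90th percentile fluorescence all below set limits, cut at about 80% in these data, passing the limit was not always enough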
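Incubation: binding step 1.5 h, 37 °C, antibody labelling 20 min, ice; system: murine 2C transgenic CD8+ T lymphocytes; technique: cytometric PE anti-B7-1 and Alexa647 anti-CD8 signals after 1% paraformaldehyde fixation; also added: QL9-charged Drosophila Ld/ICAM-1/B7-1 vesicles; control set: naked versus QL9-loaded vesicles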
Hep lipid drop = hepatic lipid droplet formation modulation; AML12 mouse hepatocytes, oleate lipid droplets, BODIPY imaging; inhibition, % at 6.5 µM; actives 0.4% (n = 240,000); AID 1656;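 active means lipid droplet intensity inhibited by at least 50%, with more than 500 cells counted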
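System: AML12 hepatocytes (mouse). Probe or stimulus: oleic acid at 100 µM to induce lipid droplet formation. Times: overnight treatment with compound plus oleate. Detection: Image-based BODIPY and DAPI two-channel analysis. Evaluation: percent inhibition of filter-corrected integrated lipid droplet intensity per well.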
MT stabilize HCS = stabilizes microtubules in HeLa cells; actives 0.83% (n = 200,000); AID 2205; % tubulin-high responders, % at 10 µM; HeLa tubulin immunostaining HCS, 24 h; share of cells brighter than vehicle mean+2SD;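 active means plate Z-score above 3 for both tubulin-high and condensed-nucleus cell shares, with cell loss under 80%, at 10 µM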;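 further: anti alpha tubulin signal scored within the nucleus-defined area of each cell; some results filed as inactive read as strong as hits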
Ins promoter up cell count = second read-out of Ins promoter up, no call of its own (marks repeat the call); cell count; measured here: cytotoxicity, nuclei count;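 total cells summed across four imaged fields per well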
Hep lipid drop cells 6.5 µM = second read-out of Hep lipid drop, no call of its own (marks repeat the call); cell count; measured here: cell count, cytotoxicity flag;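 cells counted across two imaged fields per well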
bCat nuc transl cell count 5 µM = second read-out of bCat nuc transl, no call of its own (marks repeat the call); cell count; measured here: cell count, cytotoxicity flag
T cell modulator vesicle-bound % = recorded beside T cell modulator, whose call it bears; double positive events, %; measured here: CD8+ vesicle-bound cell fraction;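 binding gate set so that unloaded-vesicle control wells show 10% double positive cells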
MT stabilize HCS Hoechst-high % = second read-out of MT stabilize HCS, no call of its own (marks repeat the call); % Hoechst-high responders; measured here: nuclear condensation Hoechst responders;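 share of cells brighter than vehicle mean plus two SD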
MT stabilize HCS cytotoxicity % = further read-out of MT stabilize HCS, marked with its call; toxicity, %; measured here: cytotoxicity by cell density;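 0% = mean cell density of plate MIN control wells and 100% = no cells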
Autophagy mod cell loss 18 h = further read-out of Autophagy mod, marked with its call; toxicity, %; measured here: cell loss, nuclei count;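 cell loss after 18 h compound exposure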
Starred values were filed as active, the others as inactive; i = inactive; . = not tested or not shown. Unless noted, no stated cut-off is given here; in the data, active means inhibition above about 50%; inactive means the rest.

Labels used below – A = Autophagy mod; B = Autophagy mod cell loss 18 h; C = PMI inhibition; D = Ins promoter up; E = Ins promoter up cell count; F = TNAP activators; G = bCat nuc transl; H = bCat nuc transl cell count 5 µM; I = PMI inhibitors; J = T cell modulator; K = T cell modulator vesicle-bound %; L = Hep lipid drop; M = Hep lipid drop cells 6.5 µM; N = MT stabilize HCS; O = MT stabilize HCS Hoechst-high %; P = MT stabilize HCS cytotoxicity %
CCOC(=O)c1cccc(NC(=O)Nc2ccc(OCC)cc2)c1
  A = i; B = -24; C = 1%; D = -0.29; E = 1511; F = 1.2; G = -5.8; H = 1139; I = 4%; J = i; K = 42; L = -9; M = 678; N = 1.6; O = 0.6; P = 3.3
c1ccc(-n2ncc3c2ncn2nc(CSc4nc5ccccc5s4)nc32)cc1
  A = .; B = .; C = -4%; D = 1.9; E = 1072; F = 1; G = 1.0; H = 704; I = 0%; J = i; K = 38; L = .; M = .; N = .; O = .; P = .
O=C1CC(C(=O)Nc2ccc(O)c(C(=O)O)c2)C(c2ccccc2)O1 (stereo not given)
  A = i; B = 4; C = 2%; D = -0.84; E = 1267; F = 1.1; G = .; H = .; I = 6%; J = i; K = 41; L = 12; M = 688; N = 1.8; O = 1.7; P = 32
O=C(NCc1cccnc1)c1ccc(COc2ccccc2Br)cc1
  A = i; B = 26; C = 6%; D = -0.17; E = 1441; F = 1.1; G = -7.0; H = 1063; I = 1%; J = i; K = 42; L = 6; M = 672; N = 4.8; O = 2.9; P = 3.1
Cc1c(CN2CCCC(C)C2)c(O)n(CCO)c(=O)c1C#N (stereo not given)
  A = i; B = -3; C = .; D = 0.31; E = 1553; F = 1.1; G = 1.0; H = 1586; I = .; J = i; K = 13; L = 3; M = 728; N = 2.5; O = 2.4; P = 7.2
CC(C)(C)SCCNS(=O)(=O)c1ccc(F)cc1
  A = i; B = 2; C = 13%; D = -0.99; E = 937; F = 1; G = 0.8; H = 1112; I = 3%; J = i; K = 18; L = .; M = .; N = 1.1; O = 1.3; P = 11
O=C(Nn1c(O)c(C=C2N=c3ccccc3=N2)sc1=S)c1cccc(Cl)c1
  A = i; B = 5; C = -5%; D = 0.96; E = 1753; F = 1; G = 0.9; H = 1353; I = -10%; J = i; K = 35; L = .; M = .; N = 2.8; O = 2.2; P = 8.7
CCCC(=O)Nc1ccc(C(=O)NCc2ccccc2Cl)cc1
  A = i; B = -1; C = 2%; D = -0.17; E = 1210; F = 1.1; G = 1.9; H = 809; I = -4%; J = i; K = 10; L = 2; M = 753; N = 1.2; O = 0.9; P = 0.9
COc1ccc(-c2onc3ccc(Br)cc23)cc1
  A = i; B = -18; C = -18%; D = -0.23; E = 1233; F = 1; G = 0.3; H = 529; I = -36%; J = i; K = 50; L = -3; M = 616; N = 2.2; O = 2.1; P = 9.6
COC(=O)c1nc(-c2ccccc2)oc1N(C)C
  A = i; B = -1; C = 5%; D = 0.36; E = 1316; F = 1.1; G = 0.8; H = 1091; I = 11%; J = i; K = 39; L = 12; M = 720; N = 4.8; O = 3.1; P = 6.3
COc1cccc(C(=O)NCC(=O)N/N=C/c2cccc(OC(=O)c3ccc([N+](=O)[O-])cc3)c2)c1
  A = i; B = -4; C = -1%; D = -0.43; E = 1410; F = 1; G = -2.9; H = 1131; I = -4%; J = i; K = 57; L = 25; M = 642; N = 2.4; O = 2.3; P = 14
CCN(c1ccccc1)S(=O)(=O)c1ccc(F)cc1
  A = i; B = 8; C = 12%; D = 0.27; E = 1231; F = 1.1; G = 0.9; H = 941; I = 19%; J = i; K = 11; L = -1; M = 780; N = 3.9; O = 1.6; P = 10
Cc1ccc(OCC(=O)Nc2ccccc2Sc2ccc(Cl)cc2)c([N+](=O)[O-])n1
  A = i; B = 7; C = 10%; D = -0.97; E = 1360; F = 1; G = 1.7; H = 960; I = 18%; J = i; K = 9; L = -29; M = 739; N = 2.7; O = 1.2; P = 13
CCOC(=O)Cn1nnnc1CN(Cc1ccccc1)Cc1cc2cc(CC)ccc2[nH]c1=O
  A = i; B = 27; C = 8%; D = -0.2; E = 1233; F = 1; G = 2.1; H = 1119; I = 4%; J = i; K = 31; L = .; M = .; N = 3.0; O = 2.9; P = 14

As a short view, some entries already given.
Labels used below – A = Autophagy mod; B = Autophagy mod cell loss 18 h; C = PMI inhibition; D = Ins promoter up; E = Ins promoter up cell count; F = TNAP activators; G = bCat nuc transl; H = bCat nuc transl cell count 5 µM; I = PMI inhibitors; J = T cell modulator; K = T cell modulator vesicle-bound %; L = Hep lipid drop; M = Hep lipid drop cells 6.5 µM; N = MT stabilize HCS; O = MT stabilize HCS Hoechst-high %; P = MT stabilize HCS cytotoxicity %
CCN(c1ccccc1)S(=O)(=O)c1ccc(F)cc1
  A = i; B = 8; C = 12%; D = 0.27; E = 1231; F = 1.1; G = 0.9; H = 941; I = 19%; J = i; K = 11; L = -1; M = 780; N = 3.9; O = 1.6; P = 10
Cc1ccc(OCC(=O)Nc2ccccc2Sc2ccc(Cl)cc2)c([N+](=O)[O-])n1
  A = i; B = 7; C = 10%; D = -0.97; E = 1360; F = 1; G = 1.7; H = 960; I = 18%; J = i; K = 9; L = -29; M = 739; N = 2.7; O = 1.2; P = 13
CCOC(=O)Cn1nnnc1CN(Cc1ccccc1)Cc1cc2cc(CC)ccc2[nH]c1=O
  A = i; B = 27; C = 8%; D = -0.2; E = 1233; F = 1; G = 2.1; H = 1119; I = 4%; J = i; K = 31; L = .; M = .; N = 3.0; O = 2.9; P = 14
